Kir21 block: inhibitors of mouse Kir2.1 inward-rectifier potassium channel | hit rate 0.85% among 310,000 | HEK293-Kir2.1, FluxOR thallium flux fluorescence; stronger effect = lower value | Inward rectifier potassium channel 2 (Mus musculus), P35561 | AID 1672, 2009 | B-score at 10 µM;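 active means fluorescence ratio B-score at or below minus 3 SD of library scores, with starting-brightness B-score within 2 SD, cut at about -4.2 in these data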;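 further: channel flux triggered by added potassium and thallium sulfate stimulus; B-score of peak minus minimum fluorescence over baseline after thallium stimulus; more negative B-score means stronger Kir2.1 block with less thallium influx; some compounds called inactive have numbers as strong as hits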
KCNQ2 block: KCNQ2 potassium channel inhibitors, primary screen, cell-based, CHO-K1, FluxOR thallium flux, B-score (AID 2156) | 20 min; stronger effect = lower value | B-score at 10 µM | hit rate 1.1% among 310,000;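 active means fluorescence ratio B-score at most minus 3 library SDs, with starting brightness B-score within 2 library SDs, cut at about -5.5 in these data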
Target sequence (O88943 whole entry, looked up): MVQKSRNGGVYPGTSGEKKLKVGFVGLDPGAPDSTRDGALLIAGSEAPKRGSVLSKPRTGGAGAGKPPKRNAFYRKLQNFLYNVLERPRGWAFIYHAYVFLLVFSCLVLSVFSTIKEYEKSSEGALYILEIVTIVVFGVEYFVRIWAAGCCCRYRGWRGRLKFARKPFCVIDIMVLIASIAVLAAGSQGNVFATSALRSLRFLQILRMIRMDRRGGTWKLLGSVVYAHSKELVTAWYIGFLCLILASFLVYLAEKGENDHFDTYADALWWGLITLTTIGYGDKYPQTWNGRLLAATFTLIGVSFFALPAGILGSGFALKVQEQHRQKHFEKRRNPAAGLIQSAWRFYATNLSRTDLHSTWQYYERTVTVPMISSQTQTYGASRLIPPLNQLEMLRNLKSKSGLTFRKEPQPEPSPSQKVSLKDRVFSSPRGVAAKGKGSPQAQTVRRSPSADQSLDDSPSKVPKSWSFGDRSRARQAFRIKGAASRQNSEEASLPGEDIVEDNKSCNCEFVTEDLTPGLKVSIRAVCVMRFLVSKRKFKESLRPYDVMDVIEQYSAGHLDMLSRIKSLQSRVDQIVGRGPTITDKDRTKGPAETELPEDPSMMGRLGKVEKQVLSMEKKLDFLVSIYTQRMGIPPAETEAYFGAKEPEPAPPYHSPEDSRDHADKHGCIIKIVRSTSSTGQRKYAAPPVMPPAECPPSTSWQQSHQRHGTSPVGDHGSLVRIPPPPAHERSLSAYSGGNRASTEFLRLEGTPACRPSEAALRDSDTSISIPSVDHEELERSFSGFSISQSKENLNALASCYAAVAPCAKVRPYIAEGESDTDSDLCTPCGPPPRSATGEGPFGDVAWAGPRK
* marks the source's active call; other numbers are inactive results; i = inactive.

Second line of a record – Kir21 block, KCNQ2 block
> O=C(Nc1nc(-c2ccc(-c3ccccc3)cc2)cs1)c1cc([N+](=O)[O-])ccc1N1CCOCC1
 : -0.21, i
> CCC(=O)c1c[nH]c(C(=O)NCc2cccnc2)c1
 : -0.27, i
> OC(CN1CCNCC1)Cn1ccc2ccccc21 (stereo not given)
 : -0.4, i
> CC(C)(C)N(Cc1ccccc1)C(=O)c1cc2ccccc2o1
 : -0.75, -5.9*
> O=C(NCc1ccncc1)C(=O)Nc1nc(C23CC4CC(CC(C4)C2)C3)cs1
 : -0.16, i
> COc1ccccc1NC(=O)CSc1nc(=O)n(CCN(C)C)c2c1CCCC2
 : 0.49, i
> O=C(Nc1ccc(O)c(-c2nc3ccccc3s2)c1)c1cccs1
 : -0.14, i
> COc1ccc(CCNC(=O)c2nnn(CC(=O)Nc3ccccc3C)c2N)cc1OC
 : 1.4, i
> O=C(Nc1ccc(N2CCOCC2)cc1)c1cccc2c(Br)cccc12
 : 0.95, i
> O=C(NCCc1ccc(F)cc1)C1CCCCC1
 : -0.02, i

Second line of a record – Kir21 block, KCNQ2 block
> COc1ccc(S(=O)(=O)NCC2CCC(C(=O)NCc3ccc(F)cc3)CC2)cc1 (stereo not given)
 : 0.59, i
> COC(=O)Cn1c(=NC(=O)C2COc3ccccc3O2)sc2cc(S(N)(=O)=O)ccc21 (stereo not given)
 : 0.72, i
> COc1ccccc1NC(=O)CCS(=O)(=O)c1cc2c(cc1Cl)NC(=O)CO2
 : 0.05, i
> CCCc1cc(C(=O)OC)c(NC(=O)CCCC(=O)O)s1
 : 1.1, i
> COc1ccc(Cl)cc1S(=O)(=O)Nc1cccc(C(=O)O)c1
 : 0.01, i
> CCCOc1ccc(OCC(=O)c2[nH]c(C)c(C(C)=O)c2C)cc1
 : 0.08, i
> Nn1c(SCC(=O)Nc2ccc(S(=O)(=O)N3CCCC3)cc2)nnc1C(F)(F)F
 : 0.95, i
> Cc1cc(C)n2ncc(/C(N)=N/OC(=O)c3ccccc3F)c2n1
 : -0.55, i
> O=C(O)C1CCN(c2ccc(S(=O)(=O)N3CCC(C(=O)O)CC3)cc2[N+](=O)[O-])CC1
 : 0.22, i
> CCOc1ccc(OCCOCCOc2c(Cl)cccc2Cl)cc1
 : 0.95, i

Second line of a record – Kir21 block, KCNQ2 block
> COc1cc(NC(=S)NN2CCN(C)CC2)cc(OC)c1OC
 : -2.1, i
> O=C(Cc1nc2ccccc2[nH]1)N/N=C/c1ccccc1
 : -0.32, i
> COc1ccc(OC)c(S(=O)(=O)NCc2ccc(N3CCN(C)CC3)cc2)c1
 : -1.2, i
> COc1nc(N(C)S(=O)(=O)c2ccc(C)cc2)nc(C)c1Cl
 : -1.2, i
> O=C1C2CC=CCC2C(=O)N1c1n[nH]c(Cc2ccccc2)n1 (stereo not given)
 : 1.2, i
> CCN(CC)C(=O)C1(P(=O)(c2ccccc2)c2ccccc2)CCC1
 : -0.63, i
> Cc1nn(CC(=O)Nc2ccc3c(c2)nc2n3CCOC2)c(=O)c2ccccc12
 : -0.59, i
> CCC(Sc1nnnn1-c1ccccc1)C(=O)Nc1nc2ccccc2s1 (stereo not given)
 : -1.1, i
> CC(=O)CC(c1ccccc1)S(=O)(=O)c1ccc(C)cc1 (stereo not given)
 : 0.07, i
> COc1ccccc1-c1cnn2c(NCCc3ccccc3)cc(C)nc12
 : -0.69, -7.1*

2 records drawn at random from those above:
Second line of a record – Kir21 block, KCNQ2 block
> O=C1C2CC=CCC2C(=O)N1c1n[nH]c(Cc2ccccc2)n1 (stereo not given)
 : 1.2, i
> COc1ccccc1-c1cnn2c(NCCc3ccccc3)cc(C)nc12
 : -0.69, -7.1*

Next structures.
Second line of a record – Kir21 block, KCNQ2 block
> Cn1c(Cn2c(=O)sc3ccccc32)nnc1SCc1cccnc1
 : -0.87, i
> COCCNCC(=O)C12CC3CC(CC(C3)C1)C2
 : -0.03, i
> O=C(c1ccco1)N(Cc1nc2ccccc2c(=O)[nH]1)C1CCCC1
 : -0.77, i
> O=[N+]([O-])c1ccc(N/N=C/c2c[nH]c3ccccc23)c(S(=O)(=O)Nc2ccc(Cl)cc2)c1
 : -0.69, i
> CCn1c(SCC(=O)O)nnc1-c1ccc(S(=O)(=O)N2CCCC2)cc1
 : -0.31, i
> O=c1oc2ccccc2cc1-c1nc2c(s1)CCc1ccccc1-2
 : -0.75, i
> O=C(O)CCc1ccc(-c2cccs2)n1CCc1ccccc1
 : -2.2, i
> COC(=O)c1ccc(OCc2nn[nH]n2)cc1
 : -0.65, i
> CCc1ccccc1NC1=NCC(=O)N1Cc1ccc(OC)cc1
 : -4.9*, i
> Cc1c([N+](=O)[O-])c(C(=O)Sc2ccc(Br)cc2)nn1C
 : -1.4, i

Second line of a record – Kir21 block, KCNQ2 block
> Cc1ccc(C(=O)c2c3ccc([N+](=O)[O-])cc3[n+]([O-])n2CCCC(N)=O)cc1
 : 1.3, i
> O=C(C1CCCN(S(=O)(=O)c2cccc3cccnc23)C1)N1CCN(c2ccccc2F)CC1 (stereo not given)
 : -0.08, i
> O=[N+]([O-])c1cccc(/C=C/c2ccc3cccc(O)c3n2)c1
 : -0.14, i
> CCOc1cc(/C=C2/NC(=O)NC2=O)cc(Br)c1OCc1ccc(C(=O)O)cc1
 : -1.2, i
> OCCNc1nc(-c2cccnc2)nc2ccccc12
 : 1.4, i
> CCCCOc1ccccc1N1CCN(CCCN2C(=O)C3CCCN3C2=O)CC1 (stereo not given)
 : -0.28, i
> O=C(O)CC(c1ccccc1)N1C(=O)c2cccc([N+](=O)[O-])c2C1=O (stereo not given)
 : 0.46, i
> CCc1nc(OCc2ccco2)c2sc3nc4c(cc3c2n1)COC(C)(C)C4
 : -0.05, i
> Cc1ccc(C)c(NC(=O)c2cnn3ccccc23)c1
 : 0.07, i
> Cc1ccccc1/C=N/NC(=O)c1cccnc1
 : -1.3, i

Second line of a record – Kir21 block, KCNQ2 block
> N=c1c(C(=O)NC2CCCCC2)cc2c(=O)n3ccccc3nc2n1CC1CCCO1 (stereo not given)
 : 1.1, i
> CCOc1ccc(NC(=O)[C@@H](NC(=O)c2ccccc2)[C@@H](C)CC)cc1
 : -0.72, i
> O=C(O)C(Cc1c[nH]c2ccccc12)NS(=O)(=O)c1ccccc1 (stereo not given)
 : 1.6, i
> O=S1(=O)CCO[C@H]2Cc3ccccc3[C@H]2N1Cc1ccccc1Br
 : 0.4, i
> CNC(=O)Nc1ccc2snnc2c1
 : -0.12, i
> CC(/C=N/N1C(=O)CSC1=S)=C\c1ccccc1
 : -1.3, i
> CCOC(=O)c1ccc(COC(=O)c2ccc(-c3nnc(-c4ccccc4)o3)cc2)o1
 : 0.02, i
> Cc1ccc(S(=O)(=O)NCCCNc2ccc([N+](=O)[O-])cc2)cc1
 : -1.4, i
> CCC(C)(C)NC(=O)C(Sc1ccccc1)c1ccccc1 (stereo not given)
 : 0.02, i
> COc1ccccc1C(CNC(=O)c1ccc(NS(=O)(=O)c2ccc3c(c2)OCCO3)cc1)N(C)C (stereo not given)
 : -0.19, i

Second line of a record – Kir21 block, KCNQ2 block
> COc1cccc(CNCc2ccco2)c1O
 : -1.1, i
> O=C(CCCN1C(=O)c2ccccc2C1=O)NC1CCCCCC1
 : -1.5, i
> N#Cc1cc2cc3ccccc3nc2n2c(=O)c3ccccc3nc12
 : -2.5, i
> Cc1ccc2nc(NCc3ccccc3)c(C=NCc3cccnc3)c(=O)n2c1
 : 0.12, i
> Cc1ccsc1CNC(=O)c1c(-c2ccccc2)noc1C
 : -0.29, i
> CCOc1cccc(NC(=O)C2CC(=O)N(c3ccc(F)cc3)C2)c1 (stereo not given)
 : -0.18, i
> CCCC1(c2ccccc2)NC(=O)N(CC(=O)NCc2ccc(C)cc2)C1=O (stereo not given)
 : 2.2, i
> Cc1cc[n+](CC(=O)Nc2cc(C(F)(F)F)ccc2Cl)cc1
 : -0.31, i
> CCC(=O)c1ccc(N2CCN(C(=O)c3cccc(F)c3)CC2)c(F)c1
 : 0.05, i
> C/C=C\C=C\C(=O)N1CC2(CC(c3cccc(NC(=O)CC)c3)=NO2)C[C@H]1C(N)=O (stereo not given in full)
 : 1, i

Second line of a record – Kir21 block, KCNQ2 block
> CC(=O)Nc1cccc(OCC(=O)/C=C2\N(C)c3ccccc3C2(C)C)c1
 : -0.64, -6.2*
> O=C(Nc1cccc([N+](=O)[O-])c1)C1CC(=O)N(Cc2ccccc2)C1 (stereo not given)
 : 0.51, i
> O=C(Cn1cc(F)c(=O)[nH]c1=O)NCCO
 : -1.4, i
> COc1ccc(CN2CCc3ccc(NC(=O)c4ccncc4)cc3C2)c(F)c1
 : 1.9, i
> Cc1cc(Cl)ccc1OC(C)C(=O)NC(C)C1CCCO1 (stereo not given)
 : -8.5*, i
> CCCN1CNC(=S)N(Cc2ccccc2)C1
 : 0.11, i
> Cc1c(C(=O)Nc2c(C)n(C)n(-c3ccccc3)c2=O)oc2c(Cl)cccc12
 : 1, i
> S=c1[nH]nc(C2CCCCC2)o1
 : 0.64, i
> CC(=O)c1ccc(NC2=C(N3CCOCC3)C(=O)c3ccccc3C2=O)cc1
 : 0.01, i
> COc1ccccc1N1CCN(C(=O)c2cc(=O)c3cc(C)cc(C)c3o2)CC1
 : 0.44, i

Second line of a record – Kir21 block, KCNQ2 block
> COc1ccc(-n2ccc(=O)c3c2CCCC3=O)cc1
 : -0.7, i
> NNC(=O)C(=O)NCCCN1CCOCC1
 : 2.1, i
> Cc1ccc(C)c(NC(=S)N=Nc2c(O)n(C)c3ccc(S(=O)(=O)N4CCOCC4)cc23)c1
 : -0.06, i
> c1ccc(-c2noc(-c3ccc4ccccc4c3)n2)nc1
 : -0.29, i
> CCC(=O)N1c2ccccc2NC2=C(C(=O)CC(C)(C)C2)C1c1cccnc1 (stereo not given)
 : -0.69, i
> CC1(c2nnc(-c3ccccc3)o2)CC(c2ccc(F)cc2)=NO1 (stereo not given)
 : 0.5, i
> O=C(Nc1ccc(N2CCN(C(=O)c3ccccc3F)CC2)cc1)c1ncn[nH]1
 : 0.13, i
> CCOC(=O)C1CCC(CN(Cc2ccccc2)S(=O)(=O)c2ccc([N+](=O)[O-])cc2)CC1 (stereo not given)
 : -0.04, i
> CN(CCc1cnn(C)c1)Cc1nc(CC2CC2)no1
 : 1.8, i
> Cc1c(C(=O)O)nnn1-c1nonc1N
 : -0.53, i

Second line of a record – Kir21 block, KCNQ2 block
> COc1ccc(-n2c(-c3ccc(OC)c(OC)c3)n[nH]c2=S)cc1
 : -1.7, i
> Cc1ccc(CS(=O)(=O)c2cn(CC(=O)Nc3ccon3)c3ccccc23)cc1
 : 0.13, i
> COc1ccc(NC(=O)CCCn2c(=O)[nH]c3ccccc3c2=O)cc1
 : -0.15, i
> Cc1ccc(Cn2ccc(NC(=O)c3cc4nc(-c5ccco5)cc(C(F)(F)F)n4n3)n2)cc1
 : 0.69, i
> Cc1[nH]nc2c1C(c1ccc(N(C)C)cc1)C1=C(CC(C)(C)CC1=O)N2 (stereo not given)
 : -0.41, i
> COc1ccc(S(=O)(=O)N2CCSCC2)cc1
 : 0.65, i
> c1ccc2c(c1)OCC(CNc1ncnc3sccc13)O2 (stereo not given)
 : -0.92, i
> COc1ccc2[nH]c(C)c(CCNC(=S)Nc3ccc(C)cc3)c2c1
 : 0.28, i
> Cc1c([N+](=O)[O-])cc(C(=O)Oc2ccc(Br)cc2C(=S)N2CCCCC2)cc1[N+](=O)[O-]
 : -0.66, i
> Cc1ccccc1-c1nc(CN2CCC(C(=O)N3CCC(C(N)=O)CC3)CC2)c(C)o1
 : 0.7, i

Look-ups from the results shown:
In Kir21 block, c1ccc2c(c1)OCC(CNc1ncnc3sccc13)O2 (stereo not given) shows -0.92
In Kir21 block, Cc1ccc(CS(=O)(=O)c2cn(CC(=O)Nc3ccon3)c3ccccc23)cc1 shows 0.13
In Kir21 block, Cc1[nH]nc2c1C(c1ccc(N(C)C)cc1)C1=C(CC(C)(C)CC1=O)N2 (stereo not given) shows -0.41
In Kir21 block, Cc1ccccc1-c1nc(CN2CCC(C(=O)N3CCC(C(N)=O)CC3)CC2)c(C)o1 shows 0.7

Remaining list, next part:
Second line of a record – Kir21 block, KCNQ2 block
> O=C(O)C1=C[C@@H](c2ccc(C(F)(F)F)cc2)C[C@@H](OCCCCO)O1
 : 0.08, i
> Cc1nn(Cc2ccc(Cl)c(Cl)c2)c(C)c1NC(=O)c1cn(-c2ccccc2)nc1-c1ccccc1
 : -0.24, i
> Cc1ccc(S(=O)(=O)Cc2ccc(C(=O)N3CCCCC3C)cc2)cc1 (stereo not given)
 : -0.05, i
> CC(C)(C)c1cc(C(=O)CCN2CCOCC2)cc(C(C)(C)C)c1O
 : 0.64, i
> Cc1ccccc1Nc1nc(N)nc(CSc2nnc3ccccn23)n1
 : 0.28, i
> CCOC(=O)N1CCN(S(=O)(=O)c2ccc(C(=O)NNc3nc4cc(C)cc(C)c4s3)cc2)CC1
 : -1.1, i
> COc1ccc(OC)c(N(CC(=O)N2CCOCC2)S(C)(=O)=O)c1
 : -0.56, i
> Cc1ccc(CNS(=O)(=O)c2c(N)n(C)c(=O)n(C)c2=O)cc1
 : -1.8, i
> O=C(O)c1ccccc1C(=O)NNc1cccc(Cl)n1
 : -0.9, i
> Nc1cnc(Br)cc1Br
 : 1.4, i

Second line of a record – Kir21 block, KCNQ2 block
> CN(/C=C1/C(=O)CNC1=O)CCO
 : -2.4, i
> CCCCOc1ccc(C(=O)N/C(=C\c2cccc([N+](=O)[O-])c2)C(=O)OC(C)C)cc1
 : -1.2, -6*
> C#CCOc1ccc(/C=C2/C(=O)N(c3cccc(C(=O)O)c3)N=C2C)cc1OC
 : -1.9, i
> Cc1cc(C(=O)COC(=O)c2ccco2)c(C)n1Cc1ccco1
 : -1.4, i
> CC(C)c1ccccc1OCC(=O)NCC(c1cccs1)N1CCOCC1 (stereo not given)
 : -1.5, i
> Nc1cc(=O)[nH]c(SCCSc2ccc(F)cc2)n1
 : 0.6, i

Screens deposited in PubChem BioAssay by Johns Hopkins Ion Channel Center.
